mcGAS RapidFire – inhibitors of Mus musculus cyclic GMP-AMP synthase, initial high-throughput assay, cell-free, RapidFire MS | Q8C6L5 | recombinant mouse cGAS, cGAMP by RapidFire MS | inhibition, % at 12.5 µM | 130,000 compounds, 0.18% hits;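 active means inhibition of cGAS enzyme activity at or above 60%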;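 further: enzyme stimulated by 45 bp dsDNA with ATP and GTP substrates; cGAMP share of summed cGAMP plus half ATP and half GTP signals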
Target sequence (Q8C6L5 whole entry, looked up): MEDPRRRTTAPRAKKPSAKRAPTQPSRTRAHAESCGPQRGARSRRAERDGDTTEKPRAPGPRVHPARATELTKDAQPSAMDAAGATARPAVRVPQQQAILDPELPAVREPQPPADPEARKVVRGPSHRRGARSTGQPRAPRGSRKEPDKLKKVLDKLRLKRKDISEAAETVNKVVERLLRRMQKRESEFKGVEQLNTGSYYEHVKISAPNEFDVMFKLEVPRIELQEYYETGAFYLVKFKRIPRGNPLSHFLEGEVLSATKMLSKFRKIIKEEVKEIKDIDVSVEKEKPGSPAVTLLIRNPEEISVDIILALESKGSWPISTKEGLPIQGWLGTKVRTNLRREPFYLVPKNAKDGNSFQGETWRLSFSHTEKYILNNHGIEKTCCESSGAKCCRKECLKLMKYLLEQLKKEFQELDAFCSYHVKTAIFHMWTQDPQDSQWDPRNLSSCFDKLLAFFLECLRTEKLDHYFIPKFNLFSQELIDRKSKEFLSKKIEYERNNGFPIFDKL
* hit, by the source's call; & = joins results of further samples. This is a subset; the hit share may differ from the screen's.

SMILES | mcGAS RapidFire
COc1cc(C(C)=O)ccc1OC(C)c1nc(C(C)C)no1 (stereo unspecified) | 3
O=[N+]([O-])c1cc(-n2cccc2)ccc1N1CCCCCC1 | -11
O=C(Cn1nc(-c2ccccc2)oc1=O)OCC(=O)N1CCc2ccccc21 | 1
CCN(CC(C)(C)O)c1ccc(S(C)(=O)=O)cc1S(C)(=O)=O | -9
COc1cc(-c2nc(Cn3nc(C)nc3C)c(C)o2)cc2c1OCO2 | -12
COc1ccc(OC2CCN(Cc3nc(-c4ccccn4)no3)CC2)cc1 | -11
CC(C)n1nccc1NC(=O)Cc1cccc(Br)c1 | -25
CCc1n[nH]c(=S)n1NC(=O)c1cncc(Br)c1 | -8
Cc1noc(CC(Cc2onc(C)c2[N+](=O)[O-])c2ccc(Cl)cc2Cl)c1[N+](=O)[O-] | 3
N#CCCn1c(=O)n(CCC#N)c(=O)n(CCC#N)c1=O | -36
O=C(OCC(=O)N1CCCCC1)c1ccc(O)cc1O | -5
COC(=O)c1ccc(N2CCN(c3nnc(C)s3)C(C)C2)cc1 (stereo unspecified) | 2
Cc1ccc(C)c(Cn2c(=O)c3c(nc4n3CC(C)CN4CCc3ccccc3)n(C)c2=O)c1 (stereo unspecified) | -1
CCOc1cc(CNc2cccc(C(=O)O)c2C)ccc1OCCO | -4
Cc1cc(C)c(CNC(=O)Cn2cnc3scc(-c4ccc(F)cc4)c3c2=O)c(=O)[nH]1 | -13

3 entries out of the list above, sorted by the value under mcGAS RapidFire, highest first:
SMILES | mcGAS RapidFire
CCc1n[nH]c(=S)n1NC(=O)c1cncc(Br)c1 | -8
CCN(CC(C)(C)O)c1ccc(S(C)(=O)=O)cc1S(C)(=O)=O | -9
COc1cc(-c2nc(Cn3nc(C)nc3C)c(C)o2)cc2c1OCO2 | -12

(list continues)
SMILES | mcGAS RapidFire
Cc1nnc(Nc2ccc(N3CCOCC3)cc2)c(C#N)c1C | -8
CN(C)c1nc(N)nc(/C(C#N)=C/c2ccccc2OC(F)(F)F)n1 | 0
CC(C)(C)c1cc(C(F)(F)F)c(C#N)c(SCC(=O)N2CCCC2C(=O)O)n1 (stereo unspecified) | -6
Cc1ccc(-n2ncc3c(=O)n(NC(=O)C(c4ccccc4)c4ccccc4)cnc32)cc1 | -7
N#Cc1c(N)nc2c(c1C(=O)OCCO)CCC2 | -28
COc1cc(NCCn2nnc3ccccc32)ncn1 | -36
CC1CCc2c(sc3nc(-c4ccc(N(C)C)cc4)nc(Cl)c23)C1 (stereo unspecified) | -6
CCc1cn[nH]c1C1CCN(C(=O)c2cn3cccc(C)c3n2)CC1 | -5
COc1ccc(C(C)=O)cc1CN1C(=O)C(C)ON=C1c1ncccc1C (stereo unspecified) | 7
CC(NC(=O)OCc1ccccc1)C(=O)N1CCOC(COc2cccc(C(F)(F)F)c2)C1 (stereo unspecified) | -5
CCCN1CCC(NC(=O)CC(c2ccccc2)c2ccccc2C)CC1 (stereo unspecified) | -3
COC(=O)[C@@H]1C[C@@H](O)CN1C(=O)CCNC(=O)c1ccc(F)cc1 | -36
CC(Oc1ccc2c(c1)OCO2)C(=O)Nc1cc(Cl)cc(Cl)c1 (stereo unspecified) | -5
COc1cc(C(=O)N2CC3C[C@@H]4CC2C[C@H](C3)C4)nc(OC)n1 | -16
O=C(OCc1nc2ccsc2c(=O)[nH]1)C12CC3CC(CC(Cl)(C3)C1)C2 | -2
CC/C=C(/C)C(=O)NCC(C)(C)N1CCS(=O)CC1 | 2
C=CCn1cc(CN(C)CCN2CCCCC2C)c(C)n1 (stereo unspecified) | -15
Cc1ccc(NC(=O)C2CCCCC2)cc1N1CCCCC1=O | -5
CCC(C(=O)OC)N1CCC(c2ccccc2)C1 (stereo unspecified) | -2
C=CCSc1nc2c(c(=O)[nH]c(=O)n2C)n1Cc1ccccc1 | -6
Oc1ccc(C2=CCN(c3nnc(Br)s3)CC2)cc1 | 2
CNC(=O)c1sc(CN2CCOCC2)nc1C | -8
O=C1NCCN(C2CCCC2)C1CC(=O)N1CCN(C(=O)c2ccco2)CC1 (stereo unspecified) | -4&-1
CCC1CN(Cc2cnc(OC)nc2)CCC(=O)N1Cc1ccccc1 (stereo unspecified) | 3
COC(C)c1ccc(-c2cc(C(=O)N3CCCCC3)ccn2)cc1 (stereo unspecified) | -6
O=C(NCC1CCCN(CC#Cc2ccccc2)C1)c1ccc(F)cc1 (stereo unspecified) | -1
CCc1ccc(OCc2ccccc2C(=O)Nc2ccc3nc(C)cc(N)c3c2)cc1 | -15
CC1c2ccsc2CCN1C(=O)C1CCN(S(=O)(=O)c2ccccc2)CC1 (stereo unspecified) | -4
COc1ccc(C(=O)NCc2cccnc2N2CCOCC2)cc1F | 9
COc1ccc(C=NNC(=O)Cn2nnc3ccccc32)cc1OC | -3
CCC(OC1CCCC1)C(=O)Nc1cccc(C)c1C(=O)NC (stereo unspecified) | 0
COc1cccc(OC)c1C(=O)Nc1c(C)nc2ccccn2c1=O | 6
CC(C)C(NC(=O)CCCNC(=O)c1ccccc1)c1ccccn1 (stereo unspecified) | 4
CCn1nc(CC(C)C)cc1C(=O)N1CCCC(Nc2ccc(OC)cc2)C1 (stereo unspecified) | -6
CN1CCN(Cc2ccc(CNC(=O)c3ccccc3O)cc2)CC1 | -27
Cc1ccc(-c2ccc(C(=O)NC(C)c3cnn(C)c3)o2)cc1 (stereo unspecified) | -27
Cn1cnnc1C1CCCN(C(=O)C(Cc2ccccc2)n2cnnn2)C1 (stereo unspecified) | -2
CC(CNC(=O)C(C)N1CCN(C(=O)c2cccs2)CC1)c1ccccc1 (stereo unspecified) | 1
Nc1c(-c2ccccc2)cnc2c(-c3ccccc3)cnn12 | -22
Cc1cnccc1N1CCCN(C(=O)CC2CCc3ccccc32)CC1 (stereo unspecified) | -18
Cc1cc2n(n1)C(C)CC(C(F)(F)F)N2C(=O)c1cc(F)cc(F)c1 (stereo unspecified) | -7
Cc1ccc(S(=O)(=O)CCC(=O)OCc2ccc(C(=O)c3ccccc3)cc2)cc1 | 2
O=C(Nc1ccc2cn[nH]c2c1)c1ccc(CN2CCCC(O)C2)cc1 (stereo unspecified) | -7
CN1[C@@H]2CCC[C@H]1CC(NC(=O)c1nn(C)c3ccccc13)C2 (stereo partly specified) | -12
CC1(C(=O)Nc2cccc(NS(C)(=O)=O)c2)CCN1Cc1cc2ccccc2o1 (stereo unspecified) | -13
CCC1=NN2C(=N)/C(=C\c3ccccc3Br)C(=O)N=C2S1 | 8
CCn1c2c(=O)n(C)c(=O)n(C)c2n2c(-c3cc(Br)ccc3OC)nnc12 | -6
Cc1ccc(-c2cnnc(NCCC(c3ccccc3)c3ccco3)n2)o1 (stereo unspecified) | -5
Cc1ccsc1CN1CCC(=O)N(CC2CC2)C(C(C)C)C1 (stereo unspecified) | -9
CC1Cc2cc(S(N)(=O)=O)ccc2N1Cc1ccccc1F (stereo unspecified) | -3
CCOC(=O)c1cc(C(O)(C(=O)OC)C(F)(F)F)c(N)o1 (stereo unspecified) | -8
Cc1ccnn1-c1cccc(NS(=O)(=O)c2ccc(C(=O)O)cc2F)c1 | -24
CS(=O)(=O)NCC1CCN(Cc2cnc(N3CCCC3)nc2)C1 (stereo unspecified) | -11
O=C(N=Nc1c(O)[nH]c2ccc(Br)cc12)c1[nH]nc2c1CCc1ccccc1-2 | -2
c1ccc(-c2ccc(-c3nccn3CCc3cnccn3)s2)cc1 | -10
O=[N+]([O-])c1ccccc1N=Nc1c(O)[nH]c2ccccc12 | 0
Cc1ccc(-n2ncc3c(=O)n(NC(=O)Cc4cccs4)cnc32)cc1 | -5
O=C(CC(c1ccccc1)c1ccc2c(c1)OCO2)NCCc1ccco1 (stereo unspecified) | 1
Cc1c(CN(C)Cc2ncc[nH]2)[nH]c2ccccc12 | -22
OC(CNCC1COc2ccccc2O1)COC1CCCc2ccccc21 (stereo unspecified) | -5
Additional entries follow:
SMILES | mcGAS RapidFire
CC(C)C(C(=O)N1CCN(c2ccccc2)CC1)n1cnc2ccccc21 (stereo unspecified) | 6
N#Cc1ccccc1S(=O)(=O)NCCc1ccc(F)cc1 | -4
O=C(NC1(c2cccc(Br)c2)CCC1)C1CC(=O)N(Cc2ccccn2)C1 (stereo unspecified) | -23
COCCNC(CC(=O)Nc1cccc(Cl)c1)C(=O)O (stereo unspecified) | -5
COc1ccc(Cl)cc1-n1nc(C(C)C)nc1-c1ncn[nH]1 | -1
N#Cc1c(Cl)nsc1NC1CCN(Cc2ccccn2)CC1 | 21
CCCSc1nc(O)cc(=O)[nH]1 | -11
CCN(CCO)c1ccc(Nc2cc(-c3ccc(OC)c(OC)c3)ncn2)cc1 | -5
C=CCn1c(=O)c2c(nc3n(Cc4ccco4)c(C)cn23)n(C)c1=O | -2
CCC1Cc2c(nc3c4c(nc(N5CCOCC5)c(C#N)c24)NC2(CCCCC2)N3)O1 (stereo unspecified) | -4&-1
Cc1cc(C)n(C(=O)c2ccc(COc3cccc(Cl)c3)o2)n1 | -15
O=C(NCCSCc1cccs1)C1CCCN(C(=O)N2CCCC2)C1 (stereo unspecified) | -4
CCn1nnc2c(N3CCN(S(=O)(=O)c4cccnc4)CC3)ncnc21 | -3
CCC1=NS(=O)(=O)c2cc([N+](=O)[O-])ccc2N1c1ccc(F)cc1 | -2
Cc1cc(NC(=O)C2CCN(C(=O)C3(c4ccccc4)CCOCC3)CC2)no1 | -6
O=C(c1cc2c(s1)CCOC2)N1CCN(CCO)CC1 | -1
Cc1cn2c3c(=O)n(Cc4ccccc4)c(=O)n(C)c3nc2n1Cc1ccco1 | -9
O=C(Nc1nc(-c2ccc3c(c2)OCO3)cs1)c1cc(Cl)ccc1F | -9
CCC(C)OC(=O)c1[nH]c2c(c1C)C(=O)CCC2 (stereo unspecified) | -5
N#Cc1cn(CCc2ccc(N3CCCCC3)cc2)c(=O)[nH]c1=O | -10
Cc1nn(-c2ccccc2)c(Cn2cnc(C#N)n2)c1C#N | -5
CNC(=O)c1cccc(CCNC(=O)N(C)C(C)c2ccncc2)c1 (stereo unspecified) | 0
O=C(c1ccc2nnc(C(F)F)n2c1)N1CCCC1c1cccs1 (stereo unspecified) | -3
C=C(C)COc1cccc(C(=O)NCc2ccc(C(F)(F)F)nc2)c1 | -20
Cc1nc(CNC(=O)Nc2cc(C(C)(C)C)on2)sc1C | -7
CC1=C(/C=C/C(C)=C/C=C/C(C)=C/C(=O)O)C(C)(C)CCC1 | 0&3
CC=CCn1c(=O)c2c(nc3n(-c4ccccc4)c(C)c(C)n23)n(C)c1=O | -1
Cc1c(C#N)c(NC(=O)CN2CCCC2)n(-c2cccc(F)c2)c1C | -9
CCOc1cc2c(cc1CSc1nnc(CCC(N)=O)n1C)OC(C)C2 (stereo unspecified) | -12
COc1ccc(OC)c(C(C)Nc2nc(C)ns2)c1 (stereo unspecified) | -9

23 successive entries out of the list so far:
SMILES | mcGAS RapidFire
N#Cc1ccccc1S(=O)(=O)NCCc1ccc(F)cc1 | -4
O=C(NC1(c2cccc(Br)c2)CCC1)C1CC(=O)N(Cc2ccccn2)C1 (stereo unspecified) | -23
COCCNC(CC(=O)Nc1cccc(Cl)c1)C(=O)O (stereo unspecified) | -5
COc1ccc(Cl)cc1-n1nc(C(C)C)nc1-c1ncn[nH]1 | -1
N#Cc1c(Cl)nsc1NC1CCN(Cc2ccccn2)CC1 | 21
CCCSc1nc(O)cc(=O)[nH]1 | -11
CCN(CCO)c1ccc(Nc2cc(-c3ccc(OC)c(OC)c3)ncn2)cc1 | -5
C=CCn1c(=O)c2c(nc3n(Cc4ccco4)c(C)cn23)n(C)c1=O | -2
CCC1Cc2c(nc3c4c(nc(N5CCOCC5)c(C#N)c24)NC2(CCCCC2)N3)O1 (stereo unspecified) | -4&-1
Cc1cc(C)n(C(=O)c2ccc(COc3cccc(Cl)c3)o2)n1 | -15
O=C(NCCSCc1cccs1)C1CCCN(C(=O)N2CCCC2)C1 (stereo unspecified) | -4
CCn1nnc2c(N3CCN(S(=O)(=O)c4cccnc4)CC3)ncnc21 | -3
CCC1=NS(=O)(=O)c2cc([N+](=O)[O-])ccc2N1c1ccc(F)cc1 | -2
Cc1cc(NC(=O)C2CCN(C(=O)C3(c4ccccc4)CCOCC3)CC2)no1 | -6
O=C(c1cc2c(s1)CCOC2)N1CCN(CCO)CC1 | -1
Cc1cn2c3c(=O)n(Cc4ccccc4)c(=O)n(C)c3nc2n1Cc1ccco1 | -9
O=C(Nc1nc(-c2ccc3c(c2)OCO3)cs1)c1cc(Cl)ccc1F | -9
CCC(C)OC(=O)c1[nH]c2c(c1C)C(=O)CCC2 (stereo unspecified) | -5
N#Cc1cn(CCc2ccc(N3CCCCC3)cc2)c(=O)[nH]c1=O | -10
Cc1nn(-c2ccccc2)c(Cn2cnc(C#N)n2)c1C#N | -5
CNC(=O)c1cccc(CCNC(=O)N(C)C(C)c2ccncc2)c1 (stereo unspecified) | 0
O=C(c1ccc2nnc(C(F)F)n2c1)N1CCCC1c1cccs1 (stereo unspecified) | -3
C=C(C)COc1cccc(C(=O)NCc2ccc(C(F)(F)F)nc2)c1 | -20

Later entries.
SMILES | mcGAS RapidFire
COc1ccc(C2=NC(=Cc3csc(N(C(C)=O)c4ccccc4)n3)C(=O)O2)cc1OC | -7
COc1ccc(OCc2cc(C(=O)NCC(C)O)n[nH]2)c(Cl)c1 (stereo unspecified) | -15
CNC(=O)NC(=O)CCN1CCN(C(=O)CC(C)c2ccccc2)CC1 (stereo unspecified) | -3
CC(C)NC(=O)CC1SC(N)=NC1=O (stereo unspecified) | -7
Cn1nnc2c(SCC(=O)N3CCCC3)ncnc21 | -2
CC(=O)c1sc(N/N=C2/CC3CC2C(C)C3(C)C)nc1C (stereo unspecified) | -8
O=C1NC2(CCCC2)N=C1c1ccc(Cl)cc1Cl | -7
CC(C)NC(=O)[C@@H]1C[C@@H](N)CN1Cc1nc(-c2ccccc2)cs1 | -9
COc1ccc(/C(C)=N\OCC(=O)N2CCOC(COc3ccc4c(c3)CCCC4)C2)cc1 (stereo unspecified) | -3

Compound activity from PubChem BioAssay.
